ATXN2 expr inh: ATXN2 expression inhibition; HEK-293 ATXN2-luciferase reporter, luminescence, 24 h; Potency, µM (series often up to 57 µM), for the others: at the top dose activity change, negative = inhibition, actives largely listed as inhibitors; 360,000 tested, 0.72% active; AID 1745845; further: on the % scale 0 is the no-effect control and ±100 the full control effect; nearly all actives have a fitted effect of over 55% in size
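qHTS (up to 57 uM final) was run with 24 h compound exposure of reporter cells at 37 °C. Each well was multiplexed: SteadyGlo luminescence measured ATXN2-luciferase expression after a fluorogenic Gly-Phe-AFC viability readout (25 uM final).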
HepG2 viability: counter-screen for TGF-b inhibitors: cytotoxicity in HepG2 cells; HepG2 CAGA-GFP viability, ATP luminescence, 18 h; Potency, µM (top dose mostly 46.1 µM), for the others: top-dose activity change, negative = cytotoxicity, most hits filed as cytotoxic; 410,000 tested, 0.76% active; AID 588856; further: some results filed as inactive show a strong effect at the top dose
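HepG2 CAGA-GFP cells (1000/well, DMEM with 1% FBS) received compound, then TGF-beta at 500 pg/mL final, and were incubated 18 hours at 37 degrees C. Viability was read by CellTiter-Glo luminescence. Media-only wells were set as complete cell-killing and DMSO as no toxicity.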
TGFb SMAD3 inh: inhibitors of TGF-b signaling | 410,000 tested, 1.2% active | Potency, µM (highest dose often 46.1 µM), without a hit: at the top dose activity, negative = inhibition, usual class: inhibitors | AID 588855 | HepG2 CAGA-GFP TGF-b/SMAD3 reporter, GFP fluorescence, 18 h; TGF-beta stimulated, 500 pg/mL final; further: on the % scale 0 is the no-effect control and ±100 the full control effect; nearly all actives have a fitted effect of over 65% in size
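HEPG2 CAGA-GFP cells (1000/well, DMEM with 1% FBS) were pre-incubated 2 h at 37 degrees C, given compound by pin tool, then stimulated with TGF-beta at 500 pg/mL final for 18 h before per-cell GFP fluorescence imaging.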
EPAC2 antagonist: antagonists of human EPAC2; EPAC2 GEF exchange of Rap1B-BODIPY-GDP, fluorescence; Potency, µM (series often up to 114 µM), inactives show at the highest dose activity, negative = inhibition, actives largely listed as inhibitors; 360,000 tested, 0.18% active; further: on the % scale 0 is the no-effect control and ±100 the full control effect; nearly all actives have a fitted effect of over 45% in size; many of its hits are not listed in these tables
Target sequence (Q8WZA2 whole entry, looked up): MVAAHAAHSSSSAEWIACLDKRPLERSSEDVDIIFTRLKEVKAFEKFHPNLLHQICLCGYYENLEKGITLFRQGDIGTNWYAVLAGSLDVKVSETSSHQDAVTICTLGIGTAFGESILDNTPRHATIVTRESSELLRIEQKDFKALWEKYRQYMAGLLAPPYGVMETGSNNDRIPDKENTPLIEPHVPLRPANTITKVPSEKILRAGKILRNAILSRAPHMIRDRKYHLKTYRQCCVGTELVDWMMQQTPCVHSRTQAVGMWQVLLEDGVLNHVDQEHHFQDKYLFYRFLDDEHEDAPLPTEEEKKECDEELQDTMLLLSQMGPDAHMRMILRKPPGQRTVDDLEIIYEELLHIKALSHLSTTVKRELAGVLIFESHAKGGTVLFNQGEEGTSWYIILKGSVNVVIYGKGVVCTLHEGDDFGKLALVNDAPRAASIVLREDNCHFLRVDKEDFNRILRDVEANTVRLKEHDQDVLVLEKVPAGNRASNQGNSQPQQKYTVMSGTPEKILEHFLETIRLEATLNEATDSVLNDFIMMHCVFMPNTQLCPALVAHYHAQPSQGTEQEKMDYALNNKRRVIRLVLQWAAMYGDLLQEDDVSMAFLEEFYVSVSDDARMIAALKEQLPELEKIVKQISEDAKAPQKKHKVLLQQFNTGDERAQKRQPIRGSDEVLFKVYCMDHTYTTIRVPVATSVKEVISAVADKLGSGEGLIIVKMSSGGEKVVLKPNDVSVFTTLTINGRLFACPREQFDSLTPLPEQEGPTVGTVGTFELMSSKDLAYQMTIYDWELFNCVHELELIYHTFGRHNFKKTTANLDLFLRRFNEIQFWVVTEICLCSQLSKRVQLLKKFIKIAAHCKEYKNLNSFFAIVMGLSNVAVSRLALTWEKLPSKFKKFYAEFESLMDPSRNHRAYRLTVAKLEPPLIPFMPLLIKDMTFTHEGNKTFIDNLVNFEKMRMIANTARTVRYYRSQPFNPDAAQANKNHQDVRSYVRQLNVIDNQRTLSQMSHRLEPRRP
Nrf2 activator: activates Nrf2 signaling; AREc32 ARE-luciferase reporter (MCF7-derived line), luminescence, 24 h; 410,000 tested, 0.31% active; Potency, µM (highest dose often 46.1 µM), for inactives: at the highest dose activation, most hits filed as activators; further: % of control where 0% means no effect; nearly all actives have a fitted effect of over 65% in size
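Reporter line AREc32 (ARE-Fluc), seeded overnight in OPTI-MEM with 5% FBS; compound pin-transferred, 24 hr at 37 deg C, 5% CO2; luminescent read-out.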
ATXN viability: reduces viability in counter-screen for ATXN expression inhibitors; S2 cells (HEK-293 line with an ATXN2-luciferase reporter) viability, CellTiter-Fluor protease fluorescence, 24 h; AID 651635; 400,000 tested, 0.49% active; Potency, µM (highest dose often 56.7 µM), most hits filed as cytotoxic; further: nearly all actives have a fitted effect of over 40% in size
Nrf2 inh: blocks Nrf2 signaling; A549 ARE-Fluc reporter, luciferase luminescence, 18-24 h; Potency, µM (doses to about 46 µM), without a hit: at the highest dose activity change, negative = inhibition, actives largely listed as inhibitors; 360,000 tested, 2.1% active; AID 504444; further: on the % scale 0 is the no-effect control and ±100 the full control effect; nearly all actives have a fitted effect of over 60% in size
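Nrf2 function is reported as luminescence of an ARE-controlled luciferase in A549 cells. Compounds were tested at several concentrations, and a CellTiter-Fluor read on the same wells flagged cytotoxicity.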
A549 tox: counter-screen for Nrf2 inhibitors: cytotoxicity in A549 cells; A549 ARE-Fluc cells, CellTiter-Fluor viability, 18-24 h; 390,000 tested, 0.16% active; Potency, µM (doses to about 46 µM), without a hit: at the highest dose activity change, negative = cytotoxicity, actives largely listed as inhibitors; AID 504648; further: on the % scale 0 is the no-effect control and ±100 the full control effect
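A549 ARE-Fluc cells in 5% FBS OPTI-MEM, 5000 cells/well, rested 2 h then exposed to compounds in concentration-response for 18-24 h at 37 °C. Viability by CellTiter-Fluor fluorescence (Ex 405/Em 525) after 30 min; luciferase luminescence (BugLite, 15 min, RT) read afterwards.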
MCF10A rereplic: DNA re-replication induction in MCF 10a cells | MCF 10A DNA re-replication, Hoechst nuclear intensity, 48 h | Potency, µM (doses to about 46.1 µM), without a hit: top-dose activity, positive = re-replication, actives largely listed as activators | 350,000 tested, 2.9% active | AID 624296; further: % of control where 0% means no effect; nearly all actives have a fitted effect of over 50% in size
* marks the source's active call; other numbers are inactive results; [ ] = another dose, or the depositor's remark. The call rests on the fitted dose curve; in most records, active means well fitted curve in the direction sought with a large enough effect; inconclusive means small, poorly fitted or top-dose-only effect, or another doubt; inactive means no such curve, though single readings can be large; an effect the other way counts as inactive or inconclusive. Potency means the concentration at half of the fitted maximal effect.

Screening Cc1ccc(CNC(=O)CCC2CCCN(C(=O)CCC(F)(F)F)C2)o1 (centres undefined) returned ATXN2 expr inh -2.8%, HepG2 viability 0.1%, TGFb SMAD3 inh 0.9%, EPAC2 antagonist 2.3%, Nrf2 activator -0.3%, ATXN viability inactive, Nrf2 inh 0.8%, A549 tox -0.4% and MCF10A rereplic inconclusive.
`CCCCCC(=O)OCc1ccc(C2=CC(=O)CC(C)(C)C2=O)cc1` gave ATXN2 expr inh -9.4%, HepG2 viability -16.6%, TGFb SMAD3 inh -2.7%, EPAC2 antagonist -13.9%, Nrf2 activator -0.5% and ATXN viability inactive.
`Cc1ccc(C)c(S(=O)(=O)N2CCCOC2CNC(=O)C(=O)NCc2cccnc2)c1` (centres undefined) gave HepG2 viability -3.8%, TGFb SMAD3 inh -2.5%, EPAC2 antagonist 1.6%, Nrf2 activator -0.1%, ATXN viability inactive, Nrf2 inh -22.3%, A549 tox -1.3% and MCF10A rereplic -8.0%.
`O=C(CN(C(=O)Cn1nnc(-c2ccc(F)cc2)n1)c1ccc(F)cc1)NC1CCCC1` gave ATXN2 expr inh -17.7%, HepG2 viability -4.5%, TGFb SMAD3 inh -17.0%, EPAC2 antagonist -1.2%, Nrf2 activator -0.2%, ATXN viability inactive, Nrf2 inh -3.8%, A549 tox 0.1% and MCF10A rereplic -5.1%.
Screening CCC1(CC)NC(=O)N(CC(=O)Nc2ccc(S(=O)(=O)N3CCOCC3)cc2)C1=O returned HepG2 viability -9.0%, TGFb SMAD3 inh -21.0%, EPAC2 antagonist 14.6%, Nrf2 activator 0.3%, ATXN viability inconclusive, Nrf2 inh 6.8%, A549 tox 0.0% and MCF10A rereplic -3.2%.
Screening CCC(OC(=O)c1ccco1)C(=O)NC1CCCC1 (centres undefined) returned ATXN2 expr inh 4.4%, HepG2 viability 3.1%, TGFb SMAD3 inh -17.7%, EPAC2 antagonist 0.0%, Nrf2 activator -0.5%, ATXN viability inactive, Nrf2 inh 15.8%, A549 tox 1.7% and MCF10A rereplic -44.3%[inhibitor].
Screening CCN1CCN(c2nc(S(=O)(=O)c3ccc(C)cc3)c(Cl)s2)CC1 returned ATXN2 expr inh -13.5%, HepG2 viability -13.4%, TGFb SMAD3 inh 1.7%, EPAC2 antagonist -10.7%, Nrf2 activator 5.3%, ATXN viability inactive, Nrf2 inh 3.4%, A549 tox 0.4% and MCF10A rereplic inconclusive.
Screening CCOc1ncccc1C(=O)OCc1ccc(C(=O)OC)o1 returned ATXN2 expr inh 5.6%, HepG2 viability -0.2%, TGFb SMAD3 inh 0.0%, EPAC2 antagonist 1.8%, Nrf2 activator 6.7%, ATXN viability inactive, Nrf2 inh 27.4%, A549 tox -1.0% and MCF10A rereplic -6.8%.
For COCC(C)NC(=O)c1cc2c(=O)n3cccc(C)c3nc2s1 (centres undefined) the results were ATXN2 expr inh 9.5%, HepG2 viability -10.6%, TGFb SMAD3 inh 12.5%, Nrf2 activator 6.3%, ATXN viability inactive, Nrf2 inh 6.8% and A549 tox -2.1%.
CC(C)CN(C(=O)c1ccc(C(F)(F)F)cc1)c1c(N)n(CC(C)C)c(=O)[nH]c1=O was read as ATXN2 expr inh 7.0%, HepG2 viability -25.9%, TGFb SMAD3 inh -3.4%, EPAC2 antagonist -5.2%, Nrf2 activator 0.1%, ATXN viability inactive, Nrf2 inh -16.3%, A549 tox 2.5% and MCF10A rereplic 1.4%.

Molecules above containing a CF3 group:
Screening Cc1ccc(CNC(=O)CCC2CCCN(C(=O)CCC(F)(F)F)C2)o1 (centres undefined) returned ATXN2 expr inh -2.8%, HepG2 viability 0.1%, TGFb SMAD3 inh 0.9%, EPAC2 antagonist 2.3%, Nrf2 activator -0.3%, ATXN viability inactive, Nrf2 inh 0.8%, A549 tox -0.4% and MCF10A rereplic inconclusive.
CC(C)CN(C(=O)c1ccc(C(F)(F)F)cc1)c1c(N)n(CC(C)C)c(=O)[nH]c1=O was read as ATXN2 expr inh 7.0%, HepG2 viability -25.9%, TGFb SMAD3 inh -3.4%, EPAC2 antagonist -5.2%, Nrf2 activator 0.1%, ATXN viability inactive, Nrf2 inh -16.3%, A549 tox 2.5% and MCF10A rereplic 1.4%.

Following part
CCCCn1c(-c2cccc3ccccc23)nc2cc3[nH]c(=O)c(C(C)C)nc3cc21 was read as ATXN2 expr inh 4.9%, HepG2 viability -28.1%, TGFb SMAD3 inh inconclusive, EPAC2 antagonist 4.0%, Nrf2 activator 2.8%, ATXN viability inactive, Nrf2 inh inconclusive, A549 tox -10.9% and MCF10A rereplic inconclusive.
Screening CC(C)NC(=O)CC1C(=O)NCCN1CC(c1ccccc1)c1ccccc1 (centres undefined) returned ATXN2 expr inh 3.9%, HepG2 viability -84.7%, TGFb SMAD3 inh 0.0%, EPAC2 antagonist -0.9%, Nrf2 activator -0.3%, ATXN viability inactive, Nrf2 inh 25.4%, A549 tox 6.3% and MCF10A rereplic -2.6%.
`CC(C)C(C)NC(=O)CN1C(=O)NC2(CCCc3ccccc32)C1=O` (centres undefined) gave ATXN2 expr inh 3.9%, HepG2 viability -11.4%, TGFb SMAD3 inh -2.4%, EPAC2 antagonist 0.0%, Nrf2 activator 0.3%, ATXN viability inactive, Nrf2 inh -4.3%, A549 tox 1.2% and MCF10A rereplic -1.4%.
For CC1(C)CC(N2CCCC2)=CC(=[N+]2CCCC2)C1 the results were ATXN2 expr inh -29.1%, HepG2 viability -31.5%, TGFb SMAD3 inh inconclusive, EPAC2 antagonist 1.0%, Nrf2 activator -1.4%, ATXN viability inactive, Nrf2 inh 2.06µM*, A549 tox -15.1% and MCF10A rereplic -2.3%.
For O=C(CCCN1C(=O)NC2(CCCC2)C1=O)Nc1cccc(S(=O)(=O)N2CCOCC2)c1 the results were ATXN2 expr inh 4.2%, HepG2 viability -29.8%, TGFb SMAD3 inh 4.9%, EPAC2 antagonist -13.1%, Nrf2 activator 0.3%, ATXN viability inactive, Nrf2 inh 8.0%, A549 tox 7.4% and MCF10A rereplic 3.0%.
Screening CC(NCCCOc1cccc2ccccc12)c1ccccc1 (centres undefined) returned HepG2 viability 20µM*, TGFb SMAD3 inh inconclusive, EPAC2 antagonist 3.3%, Nrf2 activator -3.0%, ATXN viability inconclusive, Nrf2 inh -27.3%, A549 tox -6.4% and MCF10A rereplic inconclusive.
Screening Cc1ccc(-c2cc(-c3ccccc3)nc(N)c2C#N)o1 returned ATXN2 expr inh 1.8%, HepG2 viability -8.4%, TGFb SMAD3 inh 1.6%, EPAC2 antagonist 18.6%, Nrf2 activator 8.7%, ATXN viability inactive, Nrf2 inh inconclusive, A549 tox -5.7% and MCF10A rereplic inconclusive.
CC(C)(C)C1CCc2c(sc(NC(=O)C3CC=CCC3C(=O)O)c2C#N)C1 (centres undefined) was read as ATXN2 expr inh 20.0%, HepG2 viability -29.5%, TGFb SMAD3 inh inconclusive, EPAC2 antagonist -0.8%, Nrf2 activator -1.0%, ATXN viability inactive, Nrf2 inh -21.4%, A549 tox 0.5% and MCF10A rereplic inconclusive.
CCOC(=O)c1ccc(N/N=C/c2cc(Br)cc([N+](=O)[O-])c2O)cc1 was read as ATXN2 expr inh -17.0%, HepG2 viability 0.0%, TGFb SMAD3 inh 31.7%[activator], EPAC2 antagonist 3.6%, Nrf2 activator 0.0%, ATXN viability inconclusive, Nrf2 inh -7.2%, A549 tox inconclusive and MCF10A rereplic -46.8%[inhibitor].
`Cc1cc2oc(=O)cc(CN(C)Cc3cccc(F)c3)c2cc1Cl` gave ATXN2 expr inh 23.0%, HepG2 viability -19.1%, TGFb SMAD3 inh -20.1%, EPAC2 antagonist inconclusive, Nrf2 activator 0.4%, ATXN viability inactive, Nrf2 inh 16.5%, A549 tox 1.8% and MCF10A rereplic 1.2%.
`CCC(C)N(C(=O)Cn1c(=O)cnc2ccccc21)C1CCS(=O)(=O)C1` (centres undefined) gave ATXN2 expr inh 4.0%, HepG2 viability 0.0%, TGFb SMAD3 inh -2.4%, EPAC2 antagonist 4.6%, Nrf2 activator -0.4%, ATXN viability inconclusive, Nrf2 inh 22.0%, A549 tox -1.4% and MCF10A rereplic 1.9%.
For O=C(OCc1ccccc1)/C(=C/c1cccc([N+](=O)[O-])c1)NC(=O)c1ccco1 the results were ATXN2 expr inh -17.7%, HepG2 viability -41.4%, TGFb SMAD3 inh 0.0%, EPAC2 antagonist -0.4%, Nrf2 activator 13.4%, ATXN viability inactive, Nrf2 inh -7.4%, A549 tox 0.3% and MCF10A rereplic 0.0%.
Cc1ccc(-c2nnn(CCC(=O)NC(C)(C)C)n2)cc1 was read as ATXN2 expr inh 29.5%, HepG2 viability 0.4%, TGFb SMAD3 inh 5.8%, EPAC2 antagonist -3.8%, Nrf2 activator 2.5%, ATXN viability inactive, Nrf2 inh 16.0%, A549 tox -4.8% and MCF10A rereplic 0.9%.
`Nn1c(SCC(=O)Nc2ccc(Oc3ccccc3)cc2)nnc1C1CC1` gave ATXN2 expr inh 14.0%, HepG2 viability 3.7%, TGFb SMAD3 inh 4.3%, EPAC2 antagonist 1.4%, Nrf2 activator 3.3%, ATXN viability inactive, Nrf2 inh 1.2%, A549 tox 8.2% and MCF10A rereplic 4.3%.
`N#CCn1c2ccccc2c2nc3ccccc3nc21` gave ATXN2 expr inh 20.7%, HepG2 viability 8.6%, TGFb SMAD3 inh 0.0%, EPAC2 antagonist 0.1%, Nrf2 activator 0.1%, ATXN viability inactive, Nrf2 inh -14.8%, A549 tox 0.2% and MCF10A rereplic inconclusive.
For CC1CC(C)CN(c2oc(-c3ccc(OCc4ccccc4Cl)cc3)nc2C#N)C1 (centres undefined) the results were HepG2 viability -2.4%, TGFb SMAD3 inh 0.7%, Nrf2 inh -2.1% and A549 tox 0.2%.
`NC(=O)c1cccc2c(=O)oc3ccccc3c12` gave ATXN2 expr inh -2.8%, HepG2 viability 3.7%, TGFb SMAD3 inh 0.3%, EPAC2 antagonist 15.9%, Nrf2 activator 0.2%, ATXN viability inactive, Nrf2 inh 15.4%, A549 tox -6.5% and MCF10A rereplic -0.7%.

The list is partial, so the mix of outcomes need not match the whole.
